RGS4 inhibitor: human RGS4 inhibition | P49798 | Transcreener GDP fluorescence polarization, RGS4-accelerated GTP hydrolysis | 390,000 compounds, 0.039% hits | Potency, µM (series often up to 114 µM), for the others: at the highest dose activity change, negative = inhibition, actives largely listed as inhibitors; note: % is set by controls: 0 for no effect and ±100 for the full control effect; nearly all actives have a fitted effect of over 75% in size; some results filed as inactive show a strong effect at the top dose
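MLSMR compounds (23 nl, pin-transferred) preincubated 10 min at room temperature with a 500nM (2x) first reagent, then RGS4 at 900nM (2x) plus Transcreener GDP mix added; fluorescence polarization (620/688 nm) read before and after 90 min at 30 °C.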
HP1b chromo inh: HP1-beta chromodomain-methylated histone interaction inhibition; AlphaScreen HP1-beta / biotin-H3K9me3 peptide binding; Potency, µM (doses to about 114 µM), for inactives: at the top dose activity change, negative = inhibition, most hits filed as inhibitors; 390,000 compounds, 0.56% hits; note: nearly all actives have a fitted effect of over 70% in size; inactives centre near 23
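Compound inhibition of the preformed complex between 50 nM HP1-beta and 50 nM biotinylated H3K9me3 peptide was read by AlphaScreen. Buffer was PBS pH 7.4 with 0.01% Tween-20. Incubations ran 30 min at room temperature, with 10 ug/mL donor/acceptor beads.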
JMJD2A Tudor: inhibitors of human JMJD2A Tudor domain; O75164; AlphaScreen JMJD2A-Tudor / H3K4me3 peptide binding; Potency, µM (titrated, usually from 114 µM), inactives show at the highest dose activity change, negative = inhibition, hits mostly inhibitors; 390,000 compounds, 4.4% hits; AID 504339; note: % is set by controls: 0 for no effect and ±100 for the full control effect; nearly all actives have a fitted effect of over 50% in size
Target sequence (O75164 whole entry, looked up, the tested form may be a part): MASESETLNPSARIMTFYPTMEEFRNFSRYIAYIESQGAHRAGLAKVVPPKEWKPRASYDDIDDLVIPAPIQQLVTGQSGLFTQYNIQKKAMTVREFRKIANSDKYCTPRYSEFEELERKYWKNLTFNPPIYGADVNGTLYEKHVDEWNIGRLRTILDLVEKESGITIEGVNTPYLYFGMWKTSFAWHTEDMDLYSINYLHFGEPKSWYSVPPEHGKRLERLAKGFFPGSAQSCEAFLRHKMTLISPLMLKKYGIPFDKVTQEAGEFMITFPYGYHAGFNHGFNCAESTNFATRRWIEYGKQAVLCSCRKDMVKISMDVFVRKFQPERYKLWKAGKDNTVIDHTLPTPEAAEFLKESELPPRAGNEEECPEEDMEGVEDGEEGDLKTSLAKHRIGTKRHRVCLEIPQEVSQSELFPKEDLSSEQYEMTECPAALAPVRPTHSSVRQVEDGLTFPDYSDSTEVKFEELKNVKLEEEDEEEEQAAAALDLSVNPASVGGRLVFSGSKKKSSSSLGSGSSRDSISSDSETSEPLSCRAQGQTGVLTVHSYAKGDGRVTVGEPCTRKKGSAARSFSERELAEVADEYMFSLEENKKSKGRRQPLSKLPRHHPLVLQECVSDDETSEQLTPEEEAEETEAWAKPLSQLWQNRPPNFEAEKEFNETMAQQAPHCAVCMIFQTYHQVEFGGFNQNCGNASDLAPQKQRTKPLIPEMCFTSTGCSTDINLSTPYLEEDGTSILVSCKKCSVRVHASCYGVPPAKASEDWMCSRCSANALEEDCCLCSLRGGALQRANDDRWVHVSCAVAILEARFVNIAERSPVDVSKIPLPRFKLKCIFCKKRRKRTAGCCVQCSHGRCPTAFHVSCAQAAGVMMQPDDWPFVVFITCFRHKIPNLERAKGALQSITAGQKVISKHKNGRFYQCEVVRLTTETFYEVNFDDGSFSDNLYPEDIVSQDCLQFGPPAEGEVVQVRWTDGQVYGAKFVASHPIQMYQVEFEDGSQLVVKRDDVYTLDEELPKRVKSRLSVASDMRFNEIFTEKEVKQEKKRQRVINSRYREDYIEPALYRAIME
ALOX12 inh: inhibitors of human 12S-lipoxygenase ALOX12. P18054. purified 12hLO, xylenol orange hydroperoxide absorbance. Potency, µM (top dose mostly 108 µM), for the others: top-dose activity change, negative = inhibition, actives largely listed as inhibitors. 580,000 compounds, 1.1% hits; note: % is set by controls: 0 for no effect and ±100 for the full control effect
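Purified human 12hLO (150 nM final) in 25 mM Hepes, 0.01% Triton X-100, pH 7.0 was preincubated 15 min at room temperature with compound. Then 40 uM arachidonic acid was added, 30 min. Hydroperoxide was read by Fe-XO absorbance ratio 573/405 nm.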
GLS inh: blocks human kidney-isoform glutaminase activity; 410,000 compounds, 0.21% hits; Potency, µM (series often up to 45.5 µM), without a hit: at the top dose activity change, negative = inhibition, actives largely listed as inhibitors; GLS enzymatic activity, qHTS titration; O94925; note: % is set by controls: 0 for no effect and ±100 for the full control effect
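Assay buffer: 45 mM KH2PO4 pH 8.2, 0.02% Tween-20. hKGA acts on L-glutamine (1 mM solution added); product glutamate is reported by an oxidase/peroxidase Amplex Red coupling, with fluorescence taken at baseline and 30 min.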
Tb PGK inh: blocks T. brucei phosphoglycerate kinase. P07378. PGK/GAPDH coupled, Kinase-Glo luminescence, 60 min. Potency, µM (titrated, usually from 57.5 µM), for the others: top-dose activity change, negative = inhibition, actives largely listed as inhibitors. 380,000 compounds, 0.043% hits. AID 602233; note: % is set by controls: 0 for no effect and ±100 for the full control effect; nearly all actives have a fitted effect of over 60% in size
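Recombinant glycosomal PGK reaction used 1,3-bisphosphoglycerate generated in-well by GAPDH (100nM final) in 100mM TEA pH 7.6, 5mM MgCl2, 0.01% Tween-20. After 60 minutes at room temperature, ATP was read by Kinase-Glo Plus luminescence end-point.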
ERG Ets-DNA blk: ERG Ets/DNA interaction inhibition. 370,000 compounds, 0.028% hits. AID 624246. fluorescence polarization, His-ERG Ets domain / labelled DNA. Potency, µM (doses to about 76.9 µM), for inactives: at the top dose FP activity, negative = inhibition, actives largely listed as inhibitors; active = well fitted inhibition curve with a large enough effect in the polarisation, with a control signal flat; inconclusive = small, poorly fitted or top-dose-only effect, or effect the other way, or a change in a side signal; inactive = no such curve, though single readings can be large or run the other way; the % refers to the polarisation;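 note: polarization taken with two DNA probes labelled with fluorescein and Texas red; % of control where 0% means no effect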
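His-tagged ERG Ets domain (1 uM in the protein solution; 300mM KCl, 50mM Tris-HCl, 1mM EDTA, 1mM DTT, pH 7.5) received compound, then a probe mix of 5 nM fluorescein-DNA and 100nM Texas-615-DNA. Fluorescence polarization was read for both dyes.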
Pin1 inhibitor: human Pin1 inhibition | Q13526 | Pin1 FP peptide displacement, HiFluor488, 10 min | Potency, µM (top dose mostly 115 µM), without a hit: at the top dose activity, negative = inhibition, hits mostly inhibitors | 390,000 compounds, 0.009% hits | AID 504891; active = well fitted inhibition curve with a large enough effect in the polarisation, with a control signal flat, not every such curve was filed as active; inconclusive = small, poorly fitted or top-dose-only effect, or effect the other way, or a change in a side signal; inactive = no such curve, though single readings can be large or run the other way; the % refers to the polarisation; note: % is set by controls: 0 for no effect and ±100 for the full control effect
TrxR1 inh: inhibitors of rat thioredoxin reductase 1. O89049. recombinant rTrxR1, NADPH fluorescence consumption, selenite substrate. Potency, µM (series often up to 114 µM), for inactives: at the top dose activity change, negative = inhibition, most hits filed as inhibitors. 390,000 compounds, 1% hits. AID 588453; note: % is set by controls: 0 for no effect and ±100 for the full control effect; nearly all actives have a fitted effect of over 65% in size
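Rat TrxR1 (90 nM in the dispensed reagent) was pre-reduced with 400 uM NADPH for 5 min at room temperature, then incubated with compound for 15 min. After 400 uM selenite was added, NADPH fluorescence (Ex 340/Em 450 nm) was followed for 8 min.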
* marks the source's active call; other numbers are inactive results; i = inactive; ? = inconclusive; . = not tested or not shown; & = joins results of further samples; [ ] = remark or other dose. Unless noted, calls come from the whole dose curve; as a rule, active = well fitted curve in the direction sought with a large enough effect; inconclusive = small, poorly fitted or top-dose-only effect, or another doubt; inactive = no such curve, though single readings can be large; an effect the other way counts as inactive or inconclusive. Potency is the fitted concentration of half-maximal effect.

No.	RGS4 inhibitor	HP1b chromo inh	JMJD2A Tudor	ALOX12 inh	GLS inh	Tb PGK inh	ERG Ets-DNA blk	Pin1 inhibitor	TrxR1 inh	SMILES
1	-6.7%	16.9%	-9.3%	-27.1%	8.5%	2.1%	-0.5%	-7.0%	-1.4%[57.1 µM]	O=C(c1ccc([N+](=O)[O-])cc1)N1CCN(Cc2ccccc2)CC1
2	-7.8%	45.3%[activator]	-11.4%	?	1.7%	4.4%	-3.0%	-0.3%	3.2%	C[C@H](CO)N1C[C@H](C)[C@@H](CN(C)CC2CC2)Oc2c(NS(=O)(=O)c3ccccc3)cccc2C1=O
3	-2.6%	29.9%	-0.7%	10.6%	0.9%	-7.5%	6.5%	-0.3%	3.8%[57.1 µM]	COCCc1nn2c(=O)cc(COC(=O)c3ccc(Br)cc3)nc2s1
4	-27.5%	24.9%	-24.3%	?	2.3%	-5.6%	.	-2.5%	3.7%	CC(=O)OC1CCC2(C)C(CCC3C2CC(=NO)C2(C)C(C(C)OC(C)=O)CCC32)C1 (stereo unspecified)
5	-6.4%	22.4%	-4.9%	-29.3%	9.5%	-6.3%	-1.8%	2.4%	-15.6%	Fc1ccc(NC(=S)Nc2ccc(Cl)cc2)cc1
6	-13.7%	96.1%[activator]	-4.5%[11.4 µM]	1.6%	-9.6%	-10.3%	8.7%	0.3%	21.6%[57.1 µM]	Cc1ccc(C)c(S(=O)(=O)N2CCN(c3ncccn3)CC2)c1
7	-16.9%	49.4%[activator]	-8.9%	-8.1%	-1.4%	7.8%	4.9%	14.8%	34.1%	CCCn1cc(S(=O)(=O)c2ccccc2)c(=O)c2cc(F)c(N3CCCCCC3)cc21
8	28.9%	28.7%	-6.2%	4.9%	-2.4%	3.1%	0.5%	?	11.3%	COC(=O)c1c(C)[nH]c(C(=O)COC(=O)CCNS(=O)(=O)c2cccc(C(F)(F)F)c2)c1C
9	?	21.4%	-33.7%	-0.8%	19.9%	i	-10.7%	-9.9%	12.7%[57.1 µM]	O=C(O)c1ccccc1-c1ccccc1C(=O)NCc1cccc(C(F)(F)F)c1
10	10.0%	22.9%	-15.1%	1.4%	-0.6%	-15.4%	-4.2%	1.1%	14.0%	CN(C)c1ccc(C(=O)N=c2sccn2C)cc1[N+](=O)[O-]
11	0.6%	33.0%	-21.4%	?	-1.4%	3.1%	9.2%	4.1%	?	CCOC(=O)c1cc2c(=O)[nH]c(C(Cl)(Cl)Cl)nc2o1
12	3.7%	-24.5%	-29.3%	12.9%[57.4 µM]	1.9%	0.5%	-0.9%	-3.7%	23.5%	COc1ccc(CCNc2oc(-c3ccc(C)cc3)nc2C#N)cc1OC
13	-4.7%[56.9 µM]	50.0%[activator]	-2.7%	0.5%	-14.9%	-1.7%	8.8%	0.4%	26.9%[57.1 µM]	O=C(CCN1CCCC1=O)NC1CCCc2c1cnn2-c1ccccc1F (stereo unspecified)
14	15.2%	28.6%	-4.5%	-24.7%	6.3%	0.1%	8.8%	-0.7%	15.4%	CCCS(=O)(=O)c1ccc(COC(=O)c2cccc(NC(=O)C(C)C)c2)cc1
15	10.2%[11.4 µM]	57.6%[activator]	5.8%	-2.1%	4.1%	-3.4%	1.7%	0.5%	20.1%	NC(=O)CSc1nnc(-c2ccncc2)o1
16	-8.5%	85.0%[activator]	-1.0%	-8.5%	-1.1%	i	-4.6%	3.0%	15.4%	O=C(NC1CC1)c1sc2cc(F)ccc2c1Cl
17	-6.5%	21.1%	-14.1%	-25.9%	-7.8%	-4.8%	16.3%	-9.7%	-1.9%[57.1 µM]	Cc1nc2ccc(NC(=O)CSc3nnc(C)s3)cc2[nH]1
18	-13.3%	38.8%	-6.3%	-10.9%	-0.9%	-8.0%	-0.4%	-7.6%	12.6%	CN(C)CCOC(=O)c1sc2ccccc2c1Cl
19	-15.9%	19.1%	-20.1%	-26.9%	0.7%	-6.2%	0.1%	-0.5%	-9.2%[57.1 µM]	O=C1NCCN(Cc2ccc(Cl)c(F)c2)C1CC(=O)N1CCc2ccccc2C1 (stereo unspecified)
20	-0.3%	37.4%	16.6%	-6.3%	12.2%	-4.9%	-8.7%	-0.6%	1.1%	CC(C)CCNc1nc2ccccc2nc1NS(=O)(=O)c1cccs1
21	19.3%	27.8%	-2.9%	4.8%	0.7%	7.5%	1.4%	?	38.7%	COc1ccccc1NC(=O)c1sc2nc3n(c(=O)c2c1C)CCC3
22	6.8%	6.9%	-14.4%	0.0%	9.1%	i	6.9%	1.8%	2.4%	COc1cc(C(=O)NC2CC3CCCC(C2)N3CC(=O)Nc2ccccc2)cc(OC)c1OC (stereo unspecified)
23	15.8%	189.0%[activator]	194.4%[activator]	55.9%[activator]	-12.7%	-8.3%	4.3%	0.9%	23.1%	COc1ccc(CC(=O)Oc2ccc(C)cc2C)cc1
24	-3.0%[11.4 µM]	3.4%	-18.5%[11.4 µM]	0.0%	-13.8%	-11.3%	2.4%	-1.5%	21.2%[57.1 µM]	O=S(=O)(/C=C/c1ccccc1)N1CCN(c2ccccc2)CC1
25	-46.1%	20.7%	-14.0%	-19.6%	-2.3%	-4.2%	-5.3%	-4.4%	18.6%[11.4 µM]	O=C(O)Cc1ccc2oc(-c3cccnc3)nc2c1
26	7.7%	41.1%[activator]	-11.0%	26.7%&14.5%	1.3%	i	0.7%	2.0%	29.6%	Cc1[nH]c(=O)[nH]c(=O)c1S(=O)(=O)Nc1ccc(F)cc1F
27	-38.7%	35.5%	-10.6%	1.0%	-3.0%	i	-1.7%	-0.2%	-3.9%	CC1CN(C(=O)Nc2ccc3c(c2)OCO3)CC(C)O1 (stereo unspecified)
28	19.1%	6.3%	-11.0%	24.0%	16.5%	.	2.6%	7.4%	14.4%	CCOc1ccc(NC(=O)C/C(N)=N/O)cc1
29	11.6%	26.4%	-4.5%	-6.9%	-21.5%	-0.6%	-2.2%	7.5%	0.6%	O=c1[nH]c(/C=C/c2ccccc2OC(F)F)nc2c1cnn2-c1ccccc1
30	-23.1%	21.0%	-18.6%	-14.0%	-19.6%	-1.5%	0.0%	-1.6%	-2.4%	O=C(Cn1[nH]c(=O)c2ccccc2c1=O)NCCN1C(=O)S/C(=C\c2ccccc2)C1=O
31	-34.3%	35.1%	-6.0%	-2.2%	-0.3%	i	-9.8%	-10.5%	-12.1%	Cc1ccc(C)c(-n2nnnc2Sc2nc([N+](=O)[O-])nn2C)c1
32	22.1%	19.9%	-16.1%	4.5%	0.2%	-4.2%	-1.3%	1.9%	1.8%	O=C1C2C3C=CC(C3)C2C(=O)N1Nc1ccc([N+](=O)[O-])cc1[N+](=O)[O-] (stereo unspecified)
33	-18.3%	42.0%[activator]	-3.4%[57.1 µM]	-14.7%	2.7%	2.4%	5.7%	-2.3%	18.3%[57.1 µM]	CNS(=O)(=O)c1cccc(C(=O)OCc2cc(C(C)=O)ccc2OC)c1
34	18.4%	25.8%	-21.2%	?	-4.6%	-2.3%	-14.2%	-3.0%	10.9%	O=[N+]([O-])c1ccc(CSC2=NCCS2)cc1
35	19.6%	17.8%	-12.7%	13.1%	0.0%	5.0%	1.3%	7.3%	-6.7%	N#C/C(=C(/O)c1ccco1)c1nc2ccccc2[nH]1
36	-8.2%	90.6%[activator]	11.0%	-11.7%	-12.6%	-8.3%	-0.7%	-4.5%	9.4%	CCCCSc1nnc(NC(=O)CCc2ccccc2)s1
37	8.5%	26.5%	-1.4%	-24.2%	4.2%	-1.6%	-4.4%	-1.2%	2.2%	COc1ccc(CNC(=O)C[C@H]2C(=O)N(c3ccccc3)C[C@@H]2Cc2ccccc2)cc1
38	11.7%	39.4%[activator]	-18.4%	0.5%	2.7%	4.4%	8.9%	-5.0%	7.8%	CC(C)C[C@H]1CN=C(N(C)C)N1CC1CCCCCC1
39	?	25.1%	?	?	0.0%	-0.8%	2.5%	6.5%	39.8µM*	Cc1ccc(CNC(=O)c2ccc(Cn3nc(C)c(Cl)c3C)o2)cc1
40	?	12.4%	-24.8%	5.8%	2.4%	.	6.8%	-4.2%	28.9%	COc1ccc(C(=O)NC(C(=O)NCC(=O)Nc2c(C)cccc2C)C(C)C)cc1 (stereo unspecified)
41	1.2%	22.3%	-6.5%	0.0%	-6.0%	-8.1%	-1.6%	5.1%	7.5%[57.1 µM]	O=C1OC(Nc2ccc(F)c([N+](=O)[O-])c2)c2ccccc21 (stereo unspecified)
42	-6.5%	25.7%	-12.2%	-8.2%	-8.7%	-5.8%	5.7%	23.3%	14.0%	COc1ccc(N(C(=O)c2ccccc2C)S(=O)(=O)c2cccs2)cc1

Given with values under each structure: entries from further up.
Results follow in this order: RGS4 inhibitor, HP1b chromo inh, JMJD2A Tudor, ALOX12 inh, GLS inh, Tb PGK inh, ERG Ets-DNA blk, Pin1 inhibitor, TrxR1 inh
5) Fc1ccc(NC(=S)Nc2ccc(Cl)cc2)cc1
    -6.4%, 22.4%, -4.9%, -29.3%, 9.5%, -6.3%, -1.8%, 2.4%, -15.6%
6) Cc1ccc(C)c(S(=O)(=O)N2CCN(c3ncccn3)CC2)c1
    -13.7%, 96.1%[activator], -4.5%[11.4 µM], 1.6%, -9.6%, -10.3%, 8.7%, 0.3%, 21.6%[57.1 µM]
7) CCCn1cc(S(=O)(=O)c2ccccc2)c(=O)c2cc(F)c(N3CCCCCC3)cc21
    -16.9%, 49.4%[activator], -8.9%, -8.1%, -1.4%, 7.8%, 4.9%, 14.8%, 34.1%

Not all compounds are listed; rates above refer to the full screens.
